Compound activity: PubChem BioAssay, The Scripps Research Institute Molecular Screening Center
UHRF1 MBD2 ctr = UHRF1 methylated DNA binding inhibitors, primary screen, counter-screen for MBD2 inhibitor project, biochemical, TR-FRET, human UHRF1, single concentration. UHRF1 binding to methylated oligo. inhibition, % at 4.4 µM. hit rate 0.75% among 370,000. AID 687016, 2013; in the data active means inhibition above about 21%;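 further: UHRF1 SRA domain binding a hemimethylated CpG hairpin DNA probe; 0% = median of test compound wells and 100% = reference inhibitor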
PRMT1 FP inh = PRMT1 methyltransferase inhibitors, primary screen, biochemical, fluorescence polarization. Protein arginine N-methyltransferase 1 (Homo sapiens), Q99873. recombinant PRMT1, activity-based probe fluorescence polarization. inhibition, % at 2.79 µM. hit rate 1.3% among 370,000. AID 652257, 2013;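 active means inhibition above about 21% made by adding two undisclosed values, limit read from the data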
Target sequence (Q99873 whole entry, looked up): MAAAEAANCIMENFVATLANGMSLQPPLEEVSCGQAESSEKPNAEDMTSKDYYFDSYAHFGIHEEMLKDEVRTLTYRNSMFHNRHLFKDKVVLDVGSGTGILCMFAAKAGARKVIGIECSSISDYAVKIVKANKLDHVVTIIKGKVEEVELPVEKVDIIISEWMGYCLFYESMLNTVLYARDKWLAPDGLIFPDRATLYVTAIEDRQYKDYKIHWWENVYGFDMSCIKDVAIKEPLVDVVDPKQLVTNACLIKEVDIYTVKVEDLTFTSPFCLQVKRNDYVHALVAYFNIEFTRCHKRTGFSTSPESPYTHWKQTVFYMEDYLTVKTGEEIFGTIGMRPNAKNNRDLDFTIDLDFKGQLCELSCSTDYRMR
SIAE primary = human SIAE inhibitors, primary screen, biochemical, fluorescence polarization, FP-Rh probe, 1536-well HTS; Sialate O-acetylesterase (Homo sapiens), Q9HAT2; SIAE FP-Rh probe binding; inhibition, % at 9.66 µM; hit rate 0.69% among 370,000; AID 1053197, 2014;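 active means inhibition above a cutoff: mean of compounds within the control limits plus 3 SD of those, cut at about 17% in these data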;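 further: 0% = plate median of compound wells and 100% = probe without SIAE protein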
MBD2 DNA inh = inhibitors of MBD2 binding to methylated DNA, primary screen, biochemical, TR-FRET, DNA-binding domain, human. Methyl-CpG-binding domain protein 2 (Homo sapiens), Q9UBB5. MBD2 binding to methylated oligonucleotide. inhibition, % at 4.4 µM. hit rate 0.31% among 370,000. AID 686964, 2013; in the data active means inhibition above about 13%
Target sequence (Q9UBB5 whole entry, looked up, the tested form may be a part): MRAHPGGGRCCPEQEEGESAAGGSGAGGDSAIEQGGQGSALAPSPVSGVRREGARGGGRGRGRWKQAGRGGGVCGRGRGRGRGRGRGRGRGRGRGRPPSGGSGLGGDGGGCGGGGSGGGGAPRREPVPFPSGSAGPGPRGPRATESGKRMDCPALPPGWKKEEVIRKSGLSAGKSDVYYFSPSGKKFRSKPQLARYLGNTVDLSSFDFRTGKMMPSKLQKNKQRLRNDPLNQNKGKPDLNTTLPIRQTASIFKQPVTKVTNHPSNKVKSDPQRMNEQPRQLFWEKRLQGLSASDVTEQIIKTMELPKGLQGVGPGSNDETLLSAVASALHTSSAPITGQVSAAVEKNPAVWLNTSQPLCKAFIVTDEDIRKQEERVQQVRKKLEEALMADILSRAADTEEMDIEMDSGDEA
TCR-CD3 inh = inhibitors of human TCR-CD3 interaction, primary screen, biochemical, fluorescence, TAMRA-labeled TCR probe. inhibition, % at 9.4 µM. hit rate 0.37% among 360,000. AID 651800, 2012; in the data active means inhibition above about 19%;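 further: recombinant mutant TCR 2C K166C tagged with TAMRA read by polarization; 0% = receptor in buffer alone and 100% = receptor with positive control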
DDE Tn6 FP inh = inhibitors of Tn6 peptide binding to fibrin DD(E), primary screen, biochemical, fluorescence polarization, human fibrin, Tn6 probe. Fibrinogen beta chain (Homo sapiens), P02675. Fibrin DD(E) TRITC-Tn6 fluorescence polarization displacement. inhibition, % at 8.3 µM. hit rate 0.21% among 370,000. AID 720509, 2013;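 active means inhibition above a per-campaign cutoff: mean of compounds within control limits plus 3 SD, cut at about 15% in these data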;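 further: 0% = median of all compound wells on the plate and 100% = blocking peptide control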
TDP2 absorb = human TDP2 enzyme inhibitors, primary screen, biochemical, epi absorbance, recombinant enzyme. Tyrosyl-DNA phosphodiesterase 2 (Homo sapiens), O95551. T5PNP hydrolysis, p-nitrophenol absorbance 415 nm. inhibition, % at 12.8 µM. hit rate 0.34% among 370,000;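 active means inhibition above the mean of all tested compounds plus 3 SD, set per campaign, cut at about 25% in these data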;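 further: 0% = DMSO with enzyme and 100% = buffer with substrate but no TDP2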
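Material: recombinant human TDP2; quantity: TDP2 enzyme at 120 nM final; medium: Tris-HCl pH 7.5 with MgCl2; compound: single concentration, 12.8 µM nominal, with 1% DMSO; incubation: 2 h enzyme incubation at 37 °C; signal: epi absorbance; measure: percent inhibition; benchmarks: high control without enzyme, low control DMSO plus TDP2; repeats: singlicate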
DDE Tn7 FP inh = inhibitors of Tn7 peptide binding to fibrin DD(E), primary screen, biochemical, fluorescence polarization, human fibrin, Tn7 probe | inhibition, % at 8.3 µM | hit rate 0.13% among 370,000 | FP displacement of FITC-Tn7 peptide from fibrin DD(E); 0% = median of compound wells per plate | Fibrinogen beta chain (Homo sapiens), P02675;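 active means inhibition above the mean of compounds falling within the control limits plus 3 SD of them, cut at about 14% in these data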;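 further: 0% = plate median of compound wells and 100% = 10 µM Aha-Tn7 peptide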
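assay system = human clot-derived fibrin DD(E) complex | quantity = Fibrin-DD(E) at 2 µM final | timing = 10 min preincubation, 3 h with tracer, room temperature | signal = fluorescence polarization | measure = percent inhibition | benchmarks = high control wells with 10 µM unlabelled Aha-Tn7 peptide (full inhibition) | replicates = singlicate testing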
LEDGF integ inh = blockers of LEDGF/p75-dependent integrase strand transfer – biochemical, TR-FRET, high throughput, primary screen. inhibition, % at 3.7 µM. TR-FRET IN-LEDGF/p75 DNA integration, Eu/Cy5. hit rate 0.64% among 370,000. HIV-1 integrase (with human LEDGF/p75);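 active means inhibition above the screen-wide mean plus 3 SD, cut at about 13% in these data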;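 further: signal is the Cy5 over europium emission ratio at 671 and 618 nm; 0% = plate median of compound wells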
proKLK7 act = proKLK7 zymogen activators, primary screen, biochemical, fluorescence intensity; Kallikrein-7 (Homo sapiens), P49862; hit rate 0.9% among 370,000; purified proKLK7, EDANS-DABCYL substrate fluorescence; 100% is mature enzyme control, 0% vehicle; activation, % at 7 µM; AID 652039, 2013;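 active means activation above the mean of all tested compounds plus 3 SD, computed per campaign excluding outliers beyond control limits, cut at about 13% in these data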
Target sequence (P49862 whole entry, looked up): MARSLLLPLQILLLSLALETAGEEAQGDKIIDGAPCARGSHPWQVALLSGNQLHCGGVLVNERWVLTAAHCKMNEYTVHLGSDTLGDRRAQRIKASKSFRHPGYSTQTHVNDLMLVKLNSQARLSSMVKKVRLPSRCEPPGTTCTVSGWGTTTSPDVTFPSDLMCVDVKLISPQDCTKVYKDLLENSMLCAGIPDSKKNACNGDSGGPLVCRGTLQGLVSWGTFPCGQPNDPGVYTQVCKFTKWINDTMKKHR
Active calls of the source: *.

mol	UHRF1 MBD2 ctr	PRMT1 FP inh	SIAE primary	MBD2 DNA inh	TCR-CD3 inh	DDE Tn6 FP inh	TDP2 absorb	DDE Tn7 FP inh	LEDGF integ inh	proKLK7 act
CC1CN(Cc2nc3c(c(=O)n(C)c(=O)n3C)n2Cc2cccc(Cl)c2)CC(C)O1 (stereo not drawn)	1	2	0	-3	4	1	0	-5	-1	-0.3
C=CCn1c(SCc2cc(=O)n3ccsc3n2)nc2cc(Cl)ccc2c1=O	17	-5	6	3	-1	-6	12	-2	5	-1.0
O=C(CCCc1ccccc1)N1CCc2ccccc21	1	-2	9	-2	0	-1	1	-1	1	0.0
Fc1ccc(NC(=S)NCCc2ccccc2)c(F)c1F	2	1	0	5	-7	0	-2	-6	-1	0.5
O=C(OCCN1C(=O)c2ccccc2C1=O)c1cc(=O)[nH]c2ccccc12	2	0	-3	-4	3	3	-1	2	-1	2.2
Cn1c(-c2ccc(Br)cc2)cnc1NCc1cccnc1	-2	-5	1	-1	-3	-5	1	-6	0	-0.4
COc1ccc(C(=O)N2CCN(C(=O)c3ccco3)CC2)cc1	6	7	-1	6	-3	2	-11	2	-2	-0.4
CC(C)/C(=N/Nc1ccccc1[N+](=O)[O-])c1ccccc1	-1	-6	0	-3	4	-3	3	1	2	0.4
ON=C1CCCCCCCC1	1	1	4	1	-1	-7	1	5	-3	-0.2
Cc1ccc(OCCSc2nnc(C)c(=O)n2N)cc1	-2	-5	4	2	-1	10	4	5	-3	0.0
O=S(=O)(Nc1ccc2c(c1)nc1n2CCOC1)c1ccc(Cl)cc1	-2	-4	3	-5	2	-5	5	-4	4	-0.2
COc1ccccc1C(=O)Nc1nnc(SCC(=O)NCC2CCCO2)s1 (stereo not drawn)	-2	1	-6	0	8	2	2	2	0	0.0
CCOc1ccccc1/C=N/n1c(C)nc2ccccc2c1=O	2	6	-2	8	-4	1	0	-5	-4	-0.4
COc1cc(OC)cc(C(=O)N2CCN(C(=O)COc3ccc4ccccc4c3)CC2)c1	-1	-2	6	-5	-4	4	0	-2	1	-0.7
O=c1[nH]c(C2CCN(S(=O)(=O)c3ccc(C(F)(F)F)cc3)CC2)nc2c1nnn2Cc1ccc(F)cc1	-2	-3	-7	3	4	6	14	3	0	0.7
COc1cc(NC(=O)C2CCCN(S(=O)(=O)c3cnc[nH]3)C2)cc(OC)c1 (stereo not drawn)	5	7	-1	10	-3	-7	-5	9	-4	0.0
CC(C)(C)[C@H]1COC(=O)CC/C=C\C[C@@H](CC(=O)N[C@H](CO)Cc2ccccc2)C(=O)N1	-4	0	-2	-1	2	1	3	-3	0	0.6
COc1c(C)cc(Br)cc1C(=O)Nc1ccc(N2CCN(S(C)(=O)=O)CC2)cc1	-1	-3	-1	5	4	-2	0	2	-3	-0.3
O=C1C=C(c2cc(F)ccc2F)C[C@@H](c2ccc(Cl)cc2)C1	4	5	-9	9	-2	-11	-9	-2	1	0.5
O=C(c1ccc(Cl)cc1Cl)N1CCOCC1	-1	1	2	0	0	-7	5	-5	1	0.3
Cc1ccc(C)c(NC(=S)NCc2ccc3[nH]c4c(c3c2)CCCC4)c1	4	12	8	4	-10	0	-15	-3	-2	0.9
CCN(Cc1ccc(Cl)s1)C(=O)c1cccc(OCc2c(C)noc2C)c1	-1	0	-8	2	1	-1	-12	-7	4	0.5
Cc1cnc(NC(=O)C2(C)CCN2C(=O)C(C)C)s1 (stereo not drawn)	-1	-3	6	4	5	2	0	0	-1	-0.4
CN(Cc1ccccc1)C(=O)c1cn(C)c2ccc(S(=O)(=O)N3CCCC3)cc2c1=O	-2	-3	9	5	-2	2	13	3	5	0.1
C=CCN(c1ccccc1)S(=O)(=O)c1c(C)[nH]c(=O)[nH]c1=O	1	-5	5	-4	0	-7	0	3	0	-0.1
Cc1cccc(C)c1N1C(=O)c2ccccc2NC(=O)C1C(=O)Nc1ccc2c(c1)OCCO2 (stereo not drawn)	2	-1	8	-1	3	5	10	-3	-2	0.5
Cc1ccccc1C(=O)Nc1c2c(nn1C(C)(C)C)CS(=O)(=O)C2	1	5	7	-2	-5	-2	-7	1	0	-0.1
CCS(=O)(=O)N1CCN(c2ccccc2)CC1	-2	-1	-3	2	3	1	-4	-6	5	0.2
Cc1nc2cc(O)ccc2n1C	0	-1	9	6	-11	4	-3	0	0	-0.3
Cc1csc2nc(CNS(=O)(=O)c3ccc4c(c3)CCCC4)cn12	0	-2	4	-8	5	3	-4	-4	0	-0.1
O=C1O[C@@H](c2ccccc2)C[C@@H](O)C(=O)CCc2ccccc21	0	-3	-6	-1	-2	0	-3	2	-3	1.5
O=C(c1ccc(CN2CCc3ccccc3C2)cc1)N1CCCCC1	-3	0	-5	2	9	6	-4	4	-1	-1.1
O=C(Nc1cccc(S(=O)(=O)Nc2ccc(Cl)cc2)c1)c1ccccn1	3	14	-7	6	2	-1	-7	0	-3	0.0
CC(OC(=O)c1ccc2c(=O)n3c(nc2c1)CCCCC3)C(=O)Nc1ccc(F)cc1Cl (stereo not drawn)	-6	-2	5	-3	-3	4	1	1	0	-0.7
COc1ccc(NCc2nnc(SCC(=O)c3ccc(OC)cc3)o2)cc1	-5	7	0	-2	-1	-11	1	-2	3	1.2
COC(=O)c1sc(NC(=O)CSc2nc3cccnc3n2C)nc1C	-1	-1	-7	0	-1	-1	11	4	1	-0.4
O=C(Nc1ccc(F)cc1F)C1CC(=O)N(Cc2ccccc2)C1 (stereo not drawn)	11	0	4	3	-5	0	-5	-6	-3	0.1
O=C(Nc1ccc(F)c(Cl)c1)c1cc(C2CCCCN2C(=O)c2ccc3c(c2)CCO3)on1 (stereo not drawn)	1	2	-19	4	-4	-11	-5	-2	-5	0.3
COc1ccc(NC(=O)COC(=O)CCCc2c[nH]c3ccccc23)cc1	-3	-2	-2	-4	-1	-2	-1	-6	2	0.5
CNc1nnc(-c2ccco2)s1	0	-2	4	-1	0	7	-9	-5	-1	-0.8
O=C(Nc1ccc2c(c1)OCO2)c1ccc(Cl)cc1Cl	0	-1	-2	-4	1	6	7	3	-1	0.2
COc1ccc2nc(SCC(=O)NCCc3ccccc3)[nH]c2c1	0	-4	3	-9	1	5	6	6	-1	0.3
COC(=O)[C@@]12C[C@@H](CC(=O)NCc3cccs3)C(=O)N(Cc3ccccc3)C1=CCC(C)(C)C2	-1	-3	2	-6	3	10	-8	7	-1	0.0
CCNC(=S)NNc1ccccc1	3	-2	4	4	-6	-10	20	-6	0	0.8
Nc1ccc(CCc2ccccn2)cc1	2	-5	-1	-1	0	-1	-3	-3	2	0.7
Cc1nn(C)c(C(=O)NNC(=S)NCc2ccco2)c1Cl	-3	3	2	-3	6	-3	-9	3	0	-0.4
O=S1(=O)CCN2C(=N1)SC1=C2CCN(Cc2ccccc2)C1	0	-3	7	-6	6	-4	-14	3	1	0.1
COc1ccc(S(=O)(=O)N(C)c2ccc(C(=O)Nc3c(C)n(C)n(-c4ccccc4)c3=O)cc2)cc1	1	0	4	0	2	-2	-8	-1	-3	0.0
O=C(NCCCN1CCCC1=O)c1ccc(CNS(=O)(=O)c2ccc(F)cc2)cc1	2	-5	-7	-9	1	1	-11	-1	1	-0.2
O=C(Nc1ccc2c(c1)OCCO2)C1CCN(S(=O)(=O)c2cccc3nsnc23)CC1	-4	2	3	-1	5	-8	8	-2	-2	0.4
Oc1ccc(N=Cc2sc3ccccc3c2Cl)cc1	1	12	22*	-9	89*	36*	28*	5	27*	-4.6
OCCN1CCN(C2CCC(c3ccc(F)cc3)c3ccc(F)cc32)CC1 (stereo not drawn)	1	3	0	7	-17	-7	-9	0	-5	0.5
Cc1cccnc1NC(=O)CN1C(=O)c2ccccc2S1(=O)=O	2	-5	-1	3	-3	0	-12	-5	1	0.2
CCc1noc(C)c1C(=O)N1CCN(c2cccc(Cl)c2)CC1	19	-5	-4	7	-3	0	-3	2	-1	0.0
COc1ccc(C(=O)N(C)C2CCCc3ccccc32)cc1OC1CCN(C(C)C)CC1 (stereo not drawn)	-2	-6	4	-3	4	0	-7	2	5	0.4
COc1ccccc1CNS(=O)(=O)CC12CCC(CC1=O)C2(C)C (stereo not drawn)	5	5	3	5	-7	2	0	2	-1	-0.3

(more compounds)
mol	UHRF1 MBD2 ctr	PRMT1 FP inh	SIAE primary	MBD2 DNA inh	TCR-CD3 inh	DDE Tn6 FP inh	TDP2 absorb	DDE Tn7 FP inh	LEDGF integ inh	proKLK7 act
Cc1ccc(OCC(=O)Nc2ccccc2N2CCOCC2)c(C)c1	-1	-2	-3	1	0	6	-4	-7	0	0.6
COC(=O)C1C2C=CC3(CN(Cc4cccs4)C(=O)C13)O2 (stereo not drawn)	2	3	-8	6	-3	-1	1	0	0	-0.1
O=C(O)c1ccccc1Cc1nc2cc(Cl)ccc2c(=O)[nH]1	7	0	8	2	2	-7	4	-1	-4	-0.5
CCO[C@@H]1OC(C(N)=O)=C[C@H](c2cn(C(C)=O)c3ccccc23)[C@H]1CCCO	0	1	0	-1	-3	-4	9	3	-1	-0.1
COCCCNC(=O)CCc1nnc2ccc(N3CCC(C)CC3)nn12	19	3	-7	4	4	0	5	3	-3	-0.9
Cc1ccc(C(=O)COC(=O)CNC(=O)CN2C(=O)c3ccccc3C2=O)cc1	-1	1	0	2	3	4	2	-2	0	0.0
Cc1ccc(Cn2nnc3c(=O)[nH]c(C4CCN(S(=O)(=O)c5ccccc5F)CC4)nc32)cc1	0	-2	-11	-3	9	-5	-6	12	-4	0.1
Cc1ccc(/C=N/NC(=O)c2nnn(-c3nonc3N)c2-c2ccc3c(c2)OCO3)s1	-4	2	1	1	1	-8	16	-2	-1	-0.7
COc1ccc(N2CCN(C(=O)CCc3cc(OC)c(OC)c(OC)c3)CC2)cc1	1	-2	4	0	2	2	-3	-2	-2	0.2
